HP1b binding inh: HTS for Inhibitors of HP1-beta Chromodomain Interactions with Methylated Histone Tails. Chromobox protein homolog 1 (Homo sapiens), P83916. AlphaScreen HP1-beta / biotin-H3K9me3 peptide binding. Potency, µM (highest dose often 114 µM), without a hit: at the highest dose activity change, negative = inhibition, usual class: inhibitors. 390,000 tested, 0.56% active. AID 540317, 2011; also: potency is read from the fitted curve at half-maximal effect; nearly all actives have a fitted effect of over 70% in size; inactives centre near 23
Target sequence (P83916 whole entry, looked up): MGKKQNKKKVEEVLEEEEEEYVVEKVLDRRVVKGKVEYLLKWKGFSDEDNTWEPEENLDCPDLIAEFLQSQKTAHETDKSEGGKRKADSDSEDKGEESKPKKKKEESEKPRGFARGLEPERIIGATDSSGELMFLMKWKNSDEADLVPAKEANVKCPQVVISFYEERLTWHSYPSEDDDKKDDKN
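AlphaScreen: HP1-beta (50 nM) preformed 30 min with biotin-H3(1-18)K9me3 peptide (50 nM) in PBS pH 7.4, 0.01% Tween-20. Compound added for 30 min at RT, then streptavidin donor/nickel chelate acceptor beads (10 ug/mL) for 30 min.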
Pin1 inh: qHTS Assay to Find Inhibitors of Pin1. Peptidyl-prolyl cis-trans isomerase NIMA-interacting 1 (Homo sapiens), Q13526. Pin1 FP peptide displacement, HiFluor488, 10 min. Potency, µM (series often up to 115 µM), inactives show top-dose activity, negative = inhibition, hits mostly inhibitors. 390,000 tested, 0.009% active. AID 504891, 2011; active = well fitted inhibition curve with a large enough effect in the polarisation, with a control signal flat, not every such curve was filed as active; inconclusive = small, poorly fitted or top-dose-only effect, or effect the other way, or a change in a side signal; inactive = no such curve, though single readings can be large or run the other way; the % refers to the polarisation; also: potency is read from the fitted curve at half-maximal effect; % is scaled to controls: 0 for no effect and ±100 for the full control effect
IDH1 R132H inh: qHTS for Inhibitors of mutant isocitrate dehydrogenase 1 (IDH1): qHTS. Isocitrate dehydrogenase [NADP] cytoplasmic (Homo sapiens), O75874. Potency, µM (top dose mostly 76.6 µM), for inactives: at the top dose activity change, negative = inhibition, hits mostly inhibitors. IDH1-R132H enzyme, NADPH consumption, diaphorase/resazurin fluorescence. 390,000 tested, 0.093% active; also: potency is read from the fitted curve at half-maximal effect; % is scaled to controls: 0 for no effect and ±100 for the full control effect; nearly all actives have a fitted effect of over 65% in size
Target sequence (O75874 whole entry R132H, stated change not applied): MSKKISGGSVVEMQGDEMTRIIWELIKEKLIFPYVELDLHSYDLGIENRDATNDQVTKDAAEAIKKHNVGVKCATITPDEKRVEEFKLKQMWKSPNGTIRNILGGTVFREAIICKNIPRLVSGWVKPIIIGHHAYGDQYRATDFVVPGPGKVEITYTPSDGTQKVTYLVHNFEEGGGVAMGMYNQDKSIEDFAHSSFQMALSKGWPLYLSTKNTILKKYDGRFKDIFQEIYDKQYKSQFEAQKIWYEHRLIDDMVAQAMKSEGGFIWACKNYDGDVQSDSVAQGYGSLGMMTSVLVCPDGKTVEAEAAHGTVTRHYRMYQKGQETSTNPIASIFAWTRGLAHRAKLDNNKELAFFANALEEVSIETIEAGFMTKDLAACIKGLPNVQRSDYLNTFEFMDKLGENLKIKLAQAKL
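IDH1-R132H (0.5 ug/mL) preincubated 30 min with compound, then NADPH (0.016 mM) and alpha-KG (2 mM) added; 80 min at RT, pH 7.5. Remaining NADPH coupled via diaphorase/resazurin to fluorescence (540/590 nm); concentration-response curves normalized to no-enzyme control.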
GLS inh: qHTS for Inhibitors of Glutaminase (GLS). Potency, µM (highest dose often 45.5 µM), inactives show top-dose activity change, negative = inhibition, actives largely listed as inhibitors. AID 624170, 2012. Glutaminase kidney isoform, mitochondrial (Homo sapiens), O94925. GLS enzymatic activity, qHTS titration. 410,000 tested, 0.21% active; also: potency is read from the fitted curve at half-maximal effect; % is scaled to controls: 0 for no effect and ±100 for the full control effect
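hKGA; 45 mM KH2PO4 pH 8.2 + 0.02% Tween-20; cpd via pin tool; 1 mM Gln soln; GluOx/HRP/Amplex Red; RT 30 min; fluor. t0 & final.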
PI4K2A block: qHTS for small molecular inhibitors of PI4K2A; Phosphatidylinositol 4-kinase type 2-alpha (Homo sapiens), Q9BTU6; purified PI4K2A, ADP-Glo luminescence, 1 h; stronger effect = lower value; activity change, negative = inhibition, % at 76.9 µM; 420,000 tested, 0.13% active; AID 1346378, 2018; in the data active = activity change below about -50%; inconclusive = mostly about -30% to -49%;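 also: -100% = wells without enzyme as full effect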
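Compounds are screened against recombinant PI4K2A using PI as substrate and ATP, the latter dispensed at 300 microM. Reactions run one hour at ambient temperature before ADP-Glo detection; full inhibition defined by wells lacking enzyme.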
TrxR1 substrate: qHTS Assay for Substrates of Mammalian Selenoprotein Thioredoxin Reductase 1 (TrxR1): qHTS. Potency, µM (titrated, usually from 114 µM), inactives show top-dose activity change, negative = substrate turnover. Thioredoxin reductase 1, cytoplasmic (Rattus norvegicus), O89049. 390,000 tested, 0.01% active. purified TrxR1 substrate turnover, NADPH consumption readout. AID 588456, 2011; also: potency is read from the fitted curve at half-maximal effect; % is scaled to controls: 0 for no effect and ±100 for the full control effect; nearly all actives have a fitted effect of over 50% in size
Target sequence (O89049 whole entry, looked up): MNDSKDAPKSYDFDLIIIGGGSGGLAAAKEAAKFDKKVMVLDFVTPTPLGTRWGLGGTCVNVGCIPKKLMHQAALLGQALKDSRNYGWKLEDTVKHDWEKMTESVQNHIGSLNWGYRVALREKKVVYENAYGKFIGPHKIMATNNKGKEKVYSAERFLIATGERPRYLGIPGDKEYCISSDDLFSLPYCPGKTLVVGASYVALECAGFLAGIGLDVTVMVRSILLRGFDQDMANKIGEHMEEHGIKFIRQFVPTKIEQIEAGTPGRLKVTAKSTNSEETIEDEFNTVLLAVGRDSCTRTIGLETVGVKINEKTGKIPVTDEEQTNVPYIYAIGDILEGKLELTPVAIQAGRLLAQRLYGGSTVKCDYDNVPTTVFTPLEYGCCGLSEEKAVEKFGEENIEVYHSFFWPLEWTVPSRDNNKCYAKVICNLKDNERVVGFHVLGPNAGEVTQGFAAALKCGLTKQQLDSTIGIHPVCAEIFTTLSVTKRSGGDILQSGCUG
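Rat TrxR1, dispensed at 90 nM, was prereduced with 400 uM NADPH (final) for 5 min at ~22 deg C, then incubated with compound 15 min before 400 uM selenite. A first-read NADPH fluorescence drop versus no-compound background flagged substrates.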
USP1 inh: Inhibitors of USP1/UAF1: Primary Screen; AID 743255, 2014; Ubiquitin carboxyl-terminal hydrolase 1 (Homo sapiens), O94782; 390,000 tested, 0.23% active; Potency, µM (titrated, usually from 57.1 µM), inactives show at the highest dose activity change, negative = inhibition, actives largely listed as inhibitors; recombinant USP1/UAF1, Ub-Rhodamine cleavage fluorescence; also: potency is read from the fitted curve at half-maximal effect; % is scaled to controls: 0 for no effect and ±100 for the full control effect; nearly all actives have a fitted effect of over 60% in size; inactives centre near -12
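USP1/UAF1 complex (1 nM) preincubated 15 min at room temperature with compound, then Ub-Rho substrate (150 nM final) added. Kinetic fluorescence at 480/540 nm over 6 reads at 60 s intervals; 50 mM HEPES pH 7.8, 0.5 mM EDTA, 0.1 mg/ml BSA, 1 mM TCEP, 0.01% Tween-20.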
rTrxR1 inhibitor: qHTS Assay for Inhibitors of Mammalian Selenoprotein Thioredoxin Reductase 1 (TrxR1): qHTS; AID 588453, 2011; recombinant rTrxR1, NADPH fluorescence consumption, selenite substrate; 390,000 tested, 1% active; Potency, µM (doses to about 114 µM), for the others: top-dose activity change, negative = inhibition, usual class: inhibitors; also: potency is read from the fitted curve at half-maximal effect; % is scaled to controls: 0 for no effect and ±100 for the full control effect; nearly all actives have a fitted effect of over 65% in size
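Rat TrxR1 (90 nM in the dispensed reagent) was pre-reduced with 400 uM NADPH for 5 min at room temperature, then incubated with compound for 15 min. After 400 uM selenite was added, NADPH fluorescence (Ex 340/Em 450 nm) was followed for 8 min.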
Tb PGK inh: qHTS Assay to Find Inhibitors of Phosphoglycerate Kinase; Potency, µM (highest dose often 57.5 µM), for inactives: at the highest dose activity change, negative = inhibition, most hits filed as inhibitors; PGK/GAPDH coupled, Kinase-Glo luminescence, 60 min; 380,000 tested, 0.043% active; Phosphoglycerate kinase, glycosomal (Trypanosoma brucei brucei), P07378; also: potency is read from the fitted curve at half-maximal effect; % is scaled to controls: 0 for no effect and ±100 for the full control effect; nearly all actives have a fitted effect of over 60% in size
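Recombinant glycosomal PGK reaction used 1,3-bisphosphoglycerate generated in-well by GAPDH (100nM final) in 100mM TEA pH 7.6, 5mM MgCl2, 0.01% Tween-20. After 60 minutes at room temperature, ATP was read by Kinase-Glo Plus luminescence end-point.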
* marks the source's active call; other numbers are inactive results; i = inactive; ? = inconclusive; . = no result given; [ ] = dose if it differs, or a comment. Unless noted, calls follow the shape of the dose curve; as a rule, active = well fitted curve in the direction sought with a large enough effect; inconclusive = small, poorly fitted or top-dose-only effect, or another doubt; inactive = no such curve, though single readings can be large; an effect the other way counts as inactive or inconclusive.

SMILES	HP1b binding inh	Pin1 inh	IDH1 R132H inh	GLS inh	PI4K2A block	TrxR1 substrate	USP1 inh	rTrxR1 inhibitor	Tb PGK inh
O=C1NC(=O)N(Cc2ccccc2)C(=O)/C1=C/C=C/c1ccco1	0%	?	5%	8%	?	-4%	-30%	?	-5%
C#C[C@]1(O)CC[C@H]2[C@@H]3CCC4=Cc5nc6nc7ccccc7n6cc5C[C@]4(C)[C@H]3CC[C@@]21C	40%[activator]	?	3%	0%	2	-6%	-21%	-13%	-3%
COC(=O)c1c(C)n(Cc2ccccc2)c2ccc(O)cc12	38%	2%	-4%	-13%	3	-3%	-19%	4%	-5%
CCn1c(P(C)(=O)O)nc2cc(NC(=O)c3ccccc3F)ccc21	18%	0%	11%	0%	-8	-15%[57.1 µM]	-12%	16%[57.1 µM]	i
COc1ccc(-c2nc3ccccc3n2OC(=O)N(C)C)cc1	42%[activator]	-4%	1%	-2%	-5	-5%	-6%	-9%	-10%
O=C(NN=Cc1ccc(N(CCCl)CCCl)cc1)c1cccnc1	22%[57 µM]	?	1%	3%	1	3%[2.29 µM]	?	6%[2.29 µM]	1%
c1ccc(C2NCCc3[nH]cnc32)cc1 (stereo not drawn)	20%	3%	-4%	-2%	4	7%	-16%	-1%[57.1 µM]	7%
COc1ccc(C(=O)C2CCCN(C3CSCCSC3)C2)c(C)c1 (stereo not drawn)	24%	0%	0%	3%	3	0%	?	7%	-10%
O=C(O)CCn1cc(C=C2C(=O)NC(=S)NC2=O)c(-c2cccc(Br)c2)n1	13%	-7%	5%	117%[activator]	-6	5%[57.1 µM]	-18%	?	-7%
c1ccc(CN2Cc3ccccc3-n3nncc3C2)cc1	.	.	4%	8%	0	.	-6%	.	1%
CCCCn1c(O)c(C(CC)=Nc2cccc(C(=O)O)c2)c(=O)[nH]c1=O	33%	-2%	5%	1%	-16	28%	-19%	-19%	3%
O=c1[nH]c(=O)n(-c2cccc(Cl)c2)c(O)c1C=NCCCN1CCOCC1	31%	2%	11%	5%	1	0%	-25%	-28%	-9%
COCCCNC(=O)c1c(NC(=O)c2ccccc2Cl)n(Cc2ccccc2)c2nc3ccccc3nc12	23%	?	-3%	18%	1	108%[activator]	-4%	83%[activator]	-1%
Cc1cc(C=C2C(=O)NC(=S)NC2=O)c(C)n1C1CCCC1	25%	-5%	1%	1%	-8	-4%[57.1 µM]	-19%	?	-8%
C=CC[N+]1(C)C2CCC1CC(O)C2 (stereo not drawn)	5%	-5%	0%	0%	4	7%	-11%	18%	-2%
O=c1c2ccccc2nc(-c2cccs2)n1-c1cnccn1	18%	3%	1%	10%	3	7%[57.1 µM]	-19%	-3%	i
COc1ccc(-n2c(/C=C/c3ccc(O)c(O)c3)nc3ccccc3c2=O)cc1	4%	73%[activator]	3%	-21%	-7	-4%	-28%	2%	.
CCOC(=O)C(O)(c1ccc(N(CC)S(=O)(=O)c2ccccc2)cc1)C(F)(F)F (stereo not drawn)	18%	9%	0%	6%	9	-16%	-1%	-4%	1%
CN1C(=O)N(C)C(=O)C2(Cc3cc([N+](=O)[O-])ccc3N(C)C2)C1=O	30%	3%	7%	1%	9	-11%	-20%	-12%	-6%
Cc1cc(=O)oc2cc(OCC(=O)N3CCCC3)ccc12	30%	-6%	-8%	-1%	1	76%[activator]	-4%	12%	-4%
Nc1c2c(nc3sc4c(c13)CCCC4)CCCCC2	-33%	-1%	2%	6%	-4	7%	-8%	16%	-7%
CC(C)c1ccc(NC(=O)C2CCN(S(=O)(=O)c3ccc(Br)s3)CC2)cc1	34%	8%	7%	1%	-2	-6%	?	4%	7%
CCCC(=O)c1ccc(CP(=O)(OCC)OCC)o1	48%[activator]	-7%	7%	0%	2	3%	-6%	-1%	5%
O=C1NC(=O)C2(CCN(S(=O)(=O)c3ccccc3)CC2)C(=O)N1	31%[57 µM]	3%	3%	-11%	-6	-7%[2.29 µM]	-8%	15%[57.1 µM]	2%
CC(N=Cc1c(O)n(C2CC2)c(=S)[nH]c1=O)c1ccccc1 (stereo not drawn)	37%	1%	0%	-13%	-1	2%[57.1 µM]	-18%	-10%[57.1 µM]	2%

Molecules from the list above with fluorine:
SMILES	HP1b binding inh	Pin1 inh	IDH1 R132H inh	GLS inh	PI4K2A block	TrxR1 substrate	USP1 inh	rTrxR1 inhibitor	Tb PGK inh
CCn1c(P(C)(=O)O)nc2cc(NC(=O)c3ccccc3F)ccc21	18%	0%	11%	0%	-8	-15%[57.1 µM]	-12%	16%[57.1 µM]	i
CCOC(=O)C(O)(c1ccc(N(CC)S(=O)(=O)c2ccccc2)cc1)C(F)(F)F (stereo not drawn)	18%	9%	0%	6%	9	-16%	-1%	-4%	1%

(listing goes on)
SMILES	HP1b binding inh	Pin1 inh	IDH1 R132H inh	GLS inh	PI4K2A block	TrxR1 substrate	USP1 inh	rTrxR1 inhibitor	Tb PGK inh
O=C(CCCC1=NS(=O)(=O)c2ccccc2N1)N1CCC2(CC1)OCCO2	50%[activator]	-8%	-1%	4%	4	15%[57.1 µM]	-14%	7%[57.1 µM]	i
CCC1=C(C)C(N2CCOCC2)=NP(N2CCOCC2)(N2CCOCC2)=N1	25%	-7%	-1%	6%	8	2%	6%	-25%	-5%
COCCCn1c(=O)/c(=C\c2ccccc2OC(F)F)s/c1=C(/C#N)C(=O)NCCOC	20%	?	4%	0%	-3	3%	-6%	-26%	-8%
O=C(Nc1ccc(F)cc1F)c1cccnc1Oc1cccc(C(F)(F)F)c1	19%	2%	0%	-1%	4	17%	-12%	22%	3%
Clc1ccc(-c2nc3ccc(Cl)cn3c2CN2CCCCC2)cc1	34%	1%	18%	-18%	7	-8%	-21%	-4%	i
O=C1NC(=O)N(c2ccccc2)C(=O)/C1=C/c1coc2ccc(O)cc2c1=O	12%	-1%	6%	12%	?	-2%	-27%	22µM*	-5%
Cc1ccc(N)c(C(=O)c2ccccc2)c1	-13%	5%	-8%	19%	-2	7%	-19%	13%[57.1 µM]	.
CCOC(=O)c1cccc(-[n+]2c(-c3ccccc3)cc(-c3ccccc3)cc2-c2ccccc2)c1	39%[activator]	-3%	2%[38.3 µM]	8%	-3	1%	-21%	-13%	-8%
Cc1ccccc1C(O)(Cc1ccccc1)C1CN2CCC1CC2 (stereo not drawn)	4%	-2%	4%	9%	-14	12%	-5%	23%	-2%
COc1cccc(OC)c1CN1CCCC(C(=O)c2cccc(Cl)c2)C1 (stereo not drawn)	36%	-1%	-6%	-1%	-1	-1%	-17%	22%	-13%
COc1ccc(OCc2nnc(SCC(=O)NCC3CCCO3)n2N)cc1 (stereo not drawn)	?	-3%	6%	13%	3	2%	-2%	3%	-10%
CCNC(=O)NNC(=O)C1CC(c2cccnc2)=NO1 (stereo not drawn)	47%[activator]	7%	3%	-2%	4	5%[57.1 µM]	-17%	1%[57.1 µM]	-7%
CNC(=O)N(C)c1ccc(C(O)(C(=O)OC)C(F)(F)F)cc1 (stereo not drawn)	39%	-4%	10%	2%	0	4%	-21%	15%	-3%
CCOc1ccc(-c2cc(C)[n+](CCN3CCOCC3)c(-c3ccc(OCC)cc3)c2)cc1	18%	-10%	6%	-1%	-4	3%[57.1 µM]	-15%	13%[57.1 µM]	i
Cc1ccc(CN2C(=O)c3ccccc3Sc3ccc(C(=O)N4CCC5(CC4)OCCO5)cc32)cc1	-2%	1%	-27%	2%	1	4%[57.1 µM]	-21%	20%[57.1 µM]	-6%

3 structures already listed, sorted by SMILES length, rising:
SMILES	HP1b binding inh	Pin1 inh	IDH1 R132H inh	GLS inh	PI4K2A block	TrxR1 substrate	USP1 inh	rTrxR1 inhibitor	Tb PGK inh
CCNC(=O)NNC(=O)C1CC(c2cccnc2)=NO1 (stereo not drawn)	47%[activator]	7%	3%	-2%	4	5%[57.1 µM]	-17%	1%[57.1 µM]	-7%
COc1cccc(OC)c1CN1CCCC(C(=O)c2cccc(Cl)c2)C1 (stereo not drawn)	36%	-1%	-6%	-1%	-1	-1%	-17%	22%	-13%
O=C(CCCC1=NS(=O)(=O)c2ccccc2N1)N1CCC2(CC1)OCCO2	50%[activator]	-8%	-1%	4%	4	15%[57.1 µM]	-14%	7%[57.1 µM]	i

Assay outcomes: PubChem BioAssay, National Center for Advancing Translational Sciences (NCATS)

Only part of the results is shown; the hit share may differ from the screen's.
